High-throughput results deposited in PubChem BioAssay by Sanford-Burnham Center for Chemical Genomics.
mouse IAP activators = mouse intestinal phosphatase enzyme activation – biochemical, luminescence, single concentration, confirmation (AID 434970); purified mouse IAP, CDP-Star luminescence, 30 min; stronger effect = lower value; hit rate 2.9% among 11,000; activity change, negative = activation, % at 10 µM; in the data active means activity change below about -85%;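 further: percent relative to enzyme plus DMSO wells and wells without enzyme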
mouse IAP activators Fold change = recorded beside mouse IAP activators, whose call it bears; activation factor; measured here: IAP activation factor; stronger effect = higher value;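 fold luminescence change scaled to plate control wells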
An asterisk follows results filed as active; + = active, no number.

mouse IAP activators Fold change	mouse IAP activators	compound
0.904	9.6	Cc1cc(C)cc(OCC(=O)Nc2ccc3c4c(cccc24)CC3)c1
0.887	11.3	O=C(COC(=O)c1cc(S(=O)(=O)N2CCc3ccccc3C2)ccc1Cl)NCc1ccco1
1	0.0	Cc1c(C(Nc2ccccn2)c2ccc(Cl)cc2)c(=O)n(-c2ccccc2)n1C (stereo unspecified)
0.968	3.2	COC(=O)CCN(Cc1cc(OC)ccc1OC)S(=O)(=O)c1ccccc1Br
0.925	7.4	Cc1ccc(S(=O)(=O)n2ccc(-c3cccc(OCc4c(F)cccc4Cl)c3)n2)cc1
1.29	-28.6	Cc1ccc(NC(=O)NCCCc2ccccc2)cc1
1.01	-0.8	O=C1c2cccc3cccc(c23)C(=O)N1c1ccc2ncccc2c1
0.978	2.3	COc1ccc(Cl)cc1NC(=O)CN(C1CCCCC1)S(C)(=O)=O
0.825	17.6	Cc1ccc(N/C(CSC(N)=O)=N/S(=O)(=O)c2ccccc2)cc1
1.17	-17.4	CC(C)Cn1cnc2c1c(=O)n(CC(=O)Nc1ccc3c(c1)OCO3)c(=O)n2Cc1ccccc1

New compounds follow.
mouse IAP activators Fold change	mouse IAP activators	compound
0.942	5.8	O=S1(=O)CC(O)C(Nc2ccccc2)C1 (stereo unspecified)
22.1*	+	C#CCOCCOCCOCCNc1nc(N2CCN(C(=O)CCCCCCCCCCNC(=O)[C@@H](CCSC)n3cc(CCO)nn3)CC2)nc(N2CCN(C(=O)CCCCCCCCCCNC(=O)[C@H]([C@@H](C)CC)n3cc(CCCCN=C(N)N)nn3)CC2)n1
0.98	2.0	CC(=O)N1c2ccccc2C(C)(c2ccccc2)CC1(C)C (stereo unspecified)
0.912	8.8	Nc1ccccc1Nc1ccncc1[N+](=O)[O-]
1.14	-14.4	C[C@]12c3[nH]c4ccc(Cl)cc4c3CCN1C(=O)[C@@H](CC(=O)NCCC1=CCCCC1)C[C@@H]2C(=O)N1CCOCC1
1.14	-13.5	CCn1c(SCC(=O)N2CCc3ccccc32)nnc1-c1ccncc1
0.92	8.0	CCc1ccc(C(CC(=O)c2ccc(Cl)cc2)C(=O)O)cc1 (stereo unspecified)
0.558	44.1	O=c1ccc2cc3c([nH]c4ccc(Br)cc43)oc-2c1O
0.92	8.0	Cc1cccc(C(=O)c2cnc3ccccc3c2-c2ccccc2)c1
0.956	4.4	CC(Oc1ccc(-c2ccccc2)c(F)c1)c1ccn(S(=O)(=O)c2ccc(Cl)cc2)n1 (stereo unspecified)

(more compounds)
mouse IAP activators Fold change	mouse IAP activators	compound
1.05	-4.6	CCOc1ccc(NC(=O)CSc2nnc(-c3ccncc3)n2CC2CCCO2)cc1 (stereo unspecified)
1.09	-9.2	CCC1(C(=O)OC)NC(c2ccccc2OC)C2C(=O)N(C)C(=O)C21 (stereo unspecified)
1.08	-7.6	COc1cccc(CN2C(=O)c3ccccc3C2C(=O)NCC2CCCO2)c1 (stereo unspecified)
0.916	8.4	COc1ccc(NC(=O)c2noc3c2CCC3)cc1
0.923	7.7	CS(=O)(=O)N(CC(=O)NCc1ccco1)c1ccc(Cl)c(C(F)(F)F)c1
1.12	-12.4	CCOC(=O)c1ccc(CNC(=O)CSc2nnnn2-c2ccc(Cl)cc2)o1
0.968	3.2	O=C(Nc1ncc(Cc2cccc(Cl)c2Cl)s1)c1ccc([N+](=O)[O-])cc1
0.662	33.8	O=C1NC(=S)S/C1=C\c1coc2ccc(O)cc2c1=O
1.02	-1.8	FC(F)(F)c1cc(-c2cccs2)nc(-n2cc(Cl)cn2)n1
0.923	7.8	CCCCCSc1nnc(-c2cc(Br)ccc2N)c(=O)[nH]1

Next section.
mouse IAP activators Fold change	mouse IAP activators	compound
0.411	58.9	O=C(N/N=C/c1ccc([N+](=O)[O-])o1)c1cc2ccccc2o1
0.938	6.2	CC1CN(S(=O)(=O)c2ccc(NC(=O)c3cc(-c4ccccc4O)n[nH]3)cc2)CC(C)O1 (stereo unspecified)
0.971	2.9	COc1cccc(NC(=O)N2CCCC2C(=O)NC(C)C)c1 (stereo unspecified)
1.04	-3.6	O=C(Cn1nnc2ccccc21)N/N=C\C=C\c1ccccc1
1.11	-11.4	O=C(Cn1[nH]c(=O)c2ccccc2c1=O)NCc1cccnc1
1.08	-7.8	COc1ccc(N2CCN(C(=O)c3ccc4c(=O)n(CC5CCCO5)c(=O)[nH]c4c3)CC2)cc1 (stereo unspecified)
1.04	-3.9	Cc1ccc(-n2ncc3c(=O)n(Cc4ccccn4)cnc32)cc1C
0.885	11.5	CC(C)CNC(=O)c1ccccc1-c1ccccc1C(=O)O
1.13	-13.1	COc1ccc(C(=O)NC(C(=O)NCc2ccccn2)C(C)C)cc1 (stereo unspecified)
0.945	5.5	O=C(COc1ccc(Cl)cc1)N(Cc1ccccc1)c1ccccn1

Next compounds.
mouse IAP activators Fold change	mouse IAP activators	compound
0.897	10.3	O=C(NCCNS(=O)(=O)c1ccccc1Cl)c1cc(OCC(F)(F)F)ccc1OCC(F)(F)F
0.883	11.6	Cc1nnc(SCC(=O)N2CCc3ccccc3C2)s1
1.61	-61.5	COCC(C)NS(=O)(=O)c1ccc(C(=O)NC(Cc2ccccc2)c2ccccc2)cc1 (stereo unspecified)
0.864	13.6	CCCSc1nnc(Nc2ccccc2C)s1
1.58	-58.1	C[C@H]1CN([C@@H](C)CO)C(=O)c2cc(NC(=O)NC3CCCCC3)ccc2O[C@H]1CN(C)C(=O)Nc1ccc(C(F)(F)F)cc1
0.959	4.1	CCOc1ccc(/C(O)=C2\C(=O)C(=O)N(c3cc(C)on3)C2c2ccccc2OC)cc1 (stereo unspecified)
1.15	-15.0	COc1ccccc1-c1noc(CCC(=O)N2CCN(c3cc(C)ccc3C)CC2)n1
0.98	2.1	CCOc1ccc(OCC)c(NC(=O)CSCC(=O)O)c1
1.03	-3.2	CCn1c(SCC(=O)Nc2cc(C)on2)nnc1-c1ccccc1
0.887	11.3	O=C1NC2(CCc3ccccc32)C(=O)N1CCOc1ccc(Cl)cc1 (stereo unspecified)

More results:
mouse IAP activators Fold change	mouse IAP activators	compound
1.04	-4.1	O=C1c2ccccc2[C@@H]2C[C@@H](O)[C@H](Nc3cccc(C(F)(F)F)c3)CCN12
1.09	-9.1	CC(C)C[C@@]12C(=O)N(c3cccc(Br)c3)C(=O)N1[C@H](c1ccc(Cl)cc1)[C@@H]1C(=O)N(C3CCCCC3)C(=O)[C@@H]12
1.07	-7.0	CCOC(=O)N1CCN(CC(=O)n2c(C)c(C)c3ccccc32)CC1
0.948	5.2	Cc1cccc(-c2nsc(SCC(=O)NCc3ccco3)n2)c1
0.969	3.1	O=C(Nc1ccccc1N1CCN(C(=O)c2ccc(Cl)cc2)CC1)c1cc2ccccc2o1
4.65*	-365.3*	COc1ccc(CN2C3CCCC2CC(NC(=O)Nc2ccccc2)C3)cc1 (stereo unspecified)
0.895	10.6	Cc1ccc(S(=O)(=O)Nc2cccc3cccnc23)cc1
1.1	-10.1	CN1CCN(C(CNS(=O)(=O)c2ccc(F)cc2)c2cccnc2)CC1 (stereo unspecified)
1.15	-14.5	C=CCN1C(=O)NC2(O)C(=O)c3ccccc3C12O (stereo unspecified)
1.08	-7.7	CC[C@]1(C(=O)OC)[C@H]2C(=O)N(C)C(=O)[C@H]2[C@H]2CN=C(SCc3ccc(OC)cc3)N21

Remaining list, next part:
mouse IAP activators Fold change	mouse IAP activators	compound
1.74	-73.8	NS(=O)(=O)c1ccc(N2N=C(c3ccccc3)CC2c2ccccc2Br)cc1 (stereo unspecified)
1.25	-24.9	CCN(CC)C(=O)[C@H]1CC(CC(=O)NC/C=C(\C)CCC=C(C)C)C(=O)N2CCc3c([nH]c4ccc(OC)cc34)[C@]12C (stereo partly specified)
0.913	8.6	O=C(CCSCCC(=O)NCC1CCCO1)NCC1CCCO1 (stereo unspecified)
0.929	7.0	CC(C)CN(C#N)c1nc(N2CCOCC2)nc(N2CCOCC2)n1
1.05	-5.3	Cc1ccccc1C(=O)/C=C1\NC(=O)CS1
0.867	13.4	O=C(NCCc1ccccc1)/C(=C\c1ccc([N+](=O)[O-])cc1)NC(=O)c1ccccc1
0.2	80.0	O=C(O[C@@H]1Cc2c(O)cc(O)cc2O[C@@H]1c1cc(O)c(O)c(O)c1)c1cc(O)c(O)c(O)c1
0.235	76.5	Oc1ccc(/C=N/Nc2cc(N3CCCC3)nc(N3CCCC3)n2)cc1O
1.17	-17.4	CC(C)(C)NC(=O)C(c1ccncc1)N(C(=O)Cn1nnc(-c2cccs2)n1)C1CCCCC1 (stereo unspecified)
0.948	5.2	Clc1ccc(CSc2nnc(-c3cccnc3)o2)cc1

Record cards, from the list above. Order of screens: mouse IAP activators Fold change, mouse IAP activators
Record of CC(C)CNC(=O)c1ccccc1-c1ccccc1C(=O)O = 0.885, 11.5
Record of CCOc1ccc(NC(=O)CSc2nnc(-c3ccncc3)n2CC2CCCO2)cc1 (stereo unspecified) = 1.05, -4.6

Going on with the list.
mouse IAP activators Fold change	mouse IAP activators	compound
0.946	5.3	Cc1ccc(-c2nc3n(n2)Cc2ccccc2-3)cc1
0.973	2.7	Cc1nc2nc(CSc3nnc(C)s3)cc(=O)n2[nH]1
0.952	4.8	CCC(=O)NCCc1c[nH]c2ccccc12
1.04	-4.5	Cn1c(SCc2cccnc2)nc2cccnc21
1.05	-4.9	Cc1cc(C)n(-c2ccc(C(=O)N3CCc4ccccc43)cc2)n1
1.26	-26.2	O=C(C[C@H]1C[C@H](C(=O)N2CCOCC2)[C@@]2(CCC3CCCC3)c3[nH]c4ccc(Cl)cc4c3CCN2C1=O)NCCCn1ccnc1
0.888	11.2	O=c1c2ccccc2nc2c3ccccc3c(NCCN3CCOCC3)nn12
1.04	-3.9	CC(C(=O)O)N1C(=O)c2ccccc2C1=O (stereo unspecified)
0.893	10.6	O=C(CSc1nc2c(c(=O)n1-c1ccc(F)cc1)SCC2)NCc1ccco1
1.04	-4.0	Cc1ccc(NC(=O)CN(C)C(=O)CCCN2C(=O)c3ccccc3C2=O)cc1

New compounds follow.
mouse IAP activators Fold change	mouse IAP activators	compound
0.891	10.9	Cc1ccc(-c2nnc(SCC(=O)CC(=O)Nc3ccccc3)n2C)cc1
0.912	8.8	C/C(=N\NS(C)(=O)=O)c1ccccc1
1.08	-8.0	C[C@]12c3[nH]c4ccc(Cl)cc4c3CCN1C(=O)[C@@H](CC(=O)NCc1cccc(C(F)(F)F)c1)C[C@@H]2C(=O)N1CCOCC1
0.901	9.9	CCOC(=O)c1cnc2c(N=Nc3ccccc3)c(N)nn2c1N
1.08	-7.7	COc1cc2c(cc1NC(=O)COc1ccc3ccccc3c1)oc1ccccc12
1.06	-6.2	Cc1cccc(OCC(=O)Nc2ccc(N3CCN(S(C)(=O)=O)CC3)cc2)c1C
0.883	11.8	c1ccc(-c2nnc(-c3ccccn3)nc2NC2CCCCC2)cc1
0.859	14.1	Cc1c(Cl)c(C(=O)NNC(=S)NCc2ccco2)nn1C
0.861	13.9	CC1CCN(c2cc(N3CCC(C)CC3)c([N+](=O)[O-])cc2/C=C(\C#N)c2nn(-c3ccccc3)c(N)c2C#N)CC1
1.08	-7.6	COc1cc(O)c2c(c1)OC(C)(C)CC2=O

Arranged by value in mouse IAP activators Fold change (smallest number first): some entries from above
mouse IAP activators Fold change	mouse IAP activators	compound
0.891	10.9	Cc1ccc(-c2nnc(SCC(=O)CC(=O)Nc3ccccc3)n2C)cc1
1.06	-6.2	Cc1cccc(OCC(=O)Nc2ccc(N3CCN(S(C)(=O)=O)CC3)cc2)c1C
1.08	-7.7	COc1cc2c(cc1NC(=O)COc1ccc3ccccc3c1)oc1ccccc12

(more compounds)
mouse IAP activators Fold change	mouse IAP activators	compound
0.567	43.4	O=C(CN1C(=O)/C(=C/c2ccccc2)SC1=S)NNC(=O)c1ccccc1O
0.914	8.6	CCNC(=O)CC(=O)Nc1ccccc1C(=O)O
0.995	0.5	Cn1c(SCc2nnc(-c3ccc(F)cc3)o2)nnc1C1COc2ccccc2O1 (stereo unspecified)
1.04	-3.8	COC(=O)c1ccccc1NC(=O)CN(CCc1ccccc1)S(C)(=O)=O
1.08	-7.7	CCn1c(CSc2nnc(-c3ccc4c(c3)OCO4)o2)nc2cc(S(=O)(=O)N(C)C)ccc21
0.198	80.3	Oc1ccc(Cl)cc1-c1cc(-c2ccco2)[nH]n1
1.65	-65.3	CC(C)(C)c1ccc(NC(=O)Nc2ccc(F)cc2)cc1
0.882	11.8	O=C(c1ccccc1)c1ccc(OCCCN2CCCCC2)cc1
1.07	-7.4	O=c1[nH]cnc2nc(-c3ccccc3)c(-c3ccccc3)nc12
0.793	20.7	O=C(Nc1nc(-c2cccs2)cs1)c1ccc(Cl)cc1

More entries follow.
mouse IAP activators Fold change	mouse IAP activators	compound
0.92	8.0	CCOC(=O)N1CCN(S(=O)(=O)c2cc3c(cc2C)NC(=O)CO3)CC1
0.959	4.1	COC(=O)c1cccnc1SCc1ccccc1
1.1	-10.2	CCOc1ccc(-n2cc(C(=O)Nc3cccc(Cl)c3)c3cc(OC)c(OC)cc3c2=O)cc1
0.974	2.6	Cc1cc(C)n(-c2ccc(C(=O)OCC(=O)N(CC(C)C)C3CCS(=O)(=O)C3)cc2)n1 (stereo unspecified)
0.296	70.4	COc1ccccc1/C=c1\sc2nc(-c3ccco3)nn2c1=O
0.97	3.0	Cc1cc(S(=O)(=O)N(Cc2cccs2)Cc2ccccc2F)ccc1-n1cnnn1
0.798	20.2	O=C(COc1ccc(Cl)cc1)NNC(=O)c1ccccn1
0.936	6.4	O=C(COC(=O)c1cccnc1Nc1cccc(C(F)(F)F)c1)NCc1ccc2c(c1)OCO2
1.07	-7.5	CCC(C)n1nccc1NC(=O)C(C)OC(=O)c1cc2ccccc2[nH]1 (stereo unspecified)
0.974	2.6	CCCCC(=O)NC1(C(F)(F)F)C(=O)Nc2c1c(=O)[nH]c(=O)n2Cc1ccco1 (stereo unspecified)
0.861	13.9	COc1cccc(NC(=S)/C(=C(\[O-])c2ccc(C)c([N+](=O)[O-])c2)[n+]2ccccc2)c1
1.05	-4.5	CCN1CCN(c2cc(C)c3cc(NC(=O)Cc4ccccc4OC)ccc3n2)CC1
0.743	25.7	COc1ccc(N=NC2=C(O)CC(C)(C)CC2=O)c(OC)c1

Only part of the results is shown; count on the stated rates, not on these rows.
